# PKM2 activator = PKM2 (human) enzyme activation; purified PKM2, Kinase-Glo ATP luminescence, activation; response scale: 0% is enzyme alone, no compound; 260,000 compounds, 0.34% hits; AID 1631; Potency, µM (highest dose often 57.5 µM), for inactives: top-dose activation, usual class: activators; P14618; further: potency means the concentration at half of the fitted maximal effect; nearly all actives have a fitted effect of over 55% in size
# Target sequence (P14618 whole entry, looked up): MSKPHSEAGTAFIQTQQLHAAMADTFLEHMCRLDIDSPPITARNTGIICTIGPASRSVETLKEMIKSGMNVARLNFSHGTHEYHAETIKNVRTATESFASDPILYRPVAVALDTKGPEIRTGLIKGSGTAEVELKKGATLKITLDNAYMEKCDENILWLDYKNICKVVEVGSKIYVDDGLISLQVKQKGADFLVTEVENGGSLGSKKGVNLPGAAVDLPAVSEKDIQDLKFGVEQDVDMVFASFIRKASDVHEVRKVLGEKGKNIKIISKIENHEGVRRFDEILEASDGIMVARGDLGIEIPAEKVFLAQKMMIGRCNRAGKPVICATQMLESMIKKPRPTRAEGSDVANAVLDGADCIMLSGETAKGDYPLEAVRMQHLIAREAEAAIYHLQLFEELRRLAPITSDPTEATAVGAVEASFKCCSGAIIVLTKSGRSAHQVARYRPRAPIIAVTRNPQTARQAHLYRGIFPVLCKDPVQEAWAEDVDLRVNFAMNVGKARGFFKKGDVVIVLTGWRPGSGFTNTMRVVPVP
#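 Kinase-Glo luminescence reports ATP generated from ADP (0.1 mM) and PEP (0.5 mM) by purified hPK-M2 after 1 h at room temperature, pH 7.2 imidazole buffer; intermediate enzyme activity allows detecting inhibitors and activators.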
# KCNH2 WT inh = inhibitors of human wildtype KCNH2 potassium channel | U2OS, BacMam KCNH2, thallium flux FluxOr; active compounds read low | activity change, % at 1.84 µM | 340,000 compounds, 0.37% hits | AID 720551;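 active means maximum activity change below -70%; inconclusive means maximum activity change between -70% and -50%; inactive means maximum activity change above -50%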
#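 U2OS cells transduced with wild-type KCNH2 virus are loaded with FluxOr dye for 45 min, and thallium flux is measured in kinetic reads before and after stimulation buffer. Rate constants are normalized to DMSO controls.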
# Giardia killer = kills Giardia lamblia; Giardia lamblia trophozoite viability; activity change, % at 7.66 µM, hits read low; 340,000 compounds, 0.15% hits; AID 540267; in the data active means activity change below about -80%; inconclusive means between about -30% and that limit;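 further: parasites exposed to compound for two days anaerobically before the ATP read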
#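 Each well holds 100 Giardia trophozoites and compound. After two days (48 hrs) at 37 deg C in anaerobic conditions, ATP is quantified by luminescence.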
# USP2a inh = inhibitors of human ubiquitin-specific protease USP2a; O75604; USP2 core, Ub-CHOP2 coupled fluorogenic reporter, 485/531; Potency, µM (titrated, usually from 38.3 µM), inactives show top-dose activity change, negative = inhibition, usual class: inhibitors; 330,000 compounds, 0.01% hits;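 further: potency means the concentration at half of the fitted maximal effect; plate controls were DMSO wells for no effect and full inhibition by NEM control for full effect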
#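 Cell-free coupled assay: 10nM USP2 core preincubated 30min RT with compound in Tris-HCl pH 8.0/CaCl2/CHAPS buffer, then 25nM Ub-CHOP2 and 25nM reporter substrate; fluorescence (Ex 485/Em 531) read after 60min RT, normalized to NEM inhibition, concentration-response curves fitted.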
# Coupling enz = inhibits coupling enzyme system, counter-screen for aldolase hits; activity change, negative = inhibition, % at 58.2 µM, hits read low; 290,000 compounds, 0.67% hits; coupling enzyme system counterscreen, AmpLite Red fluorescence; in the data active means activity change below about -30%
#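 Final compound at 57.5 uM, incubated 10 min at RT with coupling enzyme reagent (glyceraldehyde-3-phosphate), then 20 min with substrate and AmpLite Red detection. Fluorescence read at 525/598 nm; tests interference with the coupling assay, not aldolase inhibition.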
# Eya2 inh = inhibitors of human Eya2 phosphatase activity; O00167; recombinant Eya2, OMFP fluorescence dephosphorylation (OMFP is methylfluorescein phosphate); Potency, µM (titrated, usually from 76.9 µM), for inactives: at the highest dose activity, negative = inhibition, most hits filed as inhibitors; 330,000 compounds, 0.006% hits; AID 488837; further: potency means the concentration at half of the fitted maximal effect
#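 Eya2 protein (added as 0.2 uM solution) was preincubated with compound for 10 min at ambient temperature in 50 mM HEPES pH 7.5, 50 mM NaCl, 5 uM MgCl2, 0.05% BSA, 1 mM DTT. OMFP (added at 50 uM) then reacted 10 min; fluorescence read at 485/525 nm.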
# KCNH2 3.1 inh = KCNH2 3.1 (human) potassium channel inhibition. 340,000 compounds, 0.95% hits. U2OS KCNH2 3.1, thallium flux FluxOr; active compounds read low. AID 720553. activity change, % (tested at about 1.8 µM);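 active means maximum activity change below -70%; inconclusive means maximum activity change from -70% to -50%; inactive means maximum activity change above -50%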;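 further: thallium influx rate constant from kinetic fluorescence after stimulation buffer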
#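 Thallium flux via FluxOr fluorescence (Red40 quencher, 45 min loading) in U2OS cells virally expressing the KCNH2 3.1 isoform (1.77 x 10^8 /mL virus, overnight at 37 C). Rate constants from 2-min kinetic reads post-stimulation, normalised to positive and negative controls.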
# uPA surface inh = blocks generation of uPA at the cell surface; 330,000 compounds, 0.31% hits; cell surface uPA generation assay, qHTS; Potency, µM (titrated, usually from 38.3 µM), without a hit: top-dose activity change, negative = inhibition, most hits filed as inhibitors; active means well fitted inhibition curve with a large enough effect; inconclusive means small, poorly fitted or top-dose-only effect; inactive means no such curve, though single readings can be large or run the other way; tested in mouse RAW 264.7 cells; further: potency means the concentration at half of the fitted maximal effect; nearly all actives have a fitted effect of over 55% in size
# B2AR arrestin = agonists driving beta-arrestin recruitment to human beta2-adrenergic receptor; beta-arrestin recruitment to beta2AR, cell-based reporter; Potency, µM (titrated, usually from 46.1 µM), without a hit: top-dose activation, usual class: activators; 330,000 compounds, 0.02% hits; AID 492947;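 further: potency means the concentration at half of the fitted maximal effect; 0% = DMSO controls and full agonism = EC100 isoproterenol or metaproterenol; nearly all actives have a fitted effect of over 65% in size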
# Target sequence (P07550 whole entry, looked up): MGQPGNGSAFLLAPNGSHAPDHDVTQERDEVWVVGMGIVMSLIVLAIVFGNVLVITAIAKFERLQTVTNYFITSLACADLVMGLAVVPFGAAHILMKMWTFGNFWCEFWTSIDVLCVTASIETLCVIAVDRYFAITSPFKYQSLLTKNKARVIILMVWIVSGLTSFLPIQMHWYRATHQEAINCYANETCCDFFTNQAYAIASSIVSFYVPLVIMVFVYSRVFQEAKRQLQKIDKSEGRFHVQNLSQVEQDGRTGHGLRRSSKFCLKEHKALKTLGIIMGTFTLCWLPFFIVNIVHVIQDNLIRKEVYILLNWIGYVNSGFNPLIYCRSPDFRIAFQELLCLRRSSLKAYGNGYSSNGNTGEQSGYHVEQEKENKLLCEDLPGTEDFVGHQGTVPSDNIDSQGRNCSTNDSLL
# BCR signal inh = chronic active BCR signaling inhibition. ABC-DLBCL IkBa-CBG/CBR reporter, luminescence ratio, 4 h. Potency, µM (series often up to 46.1 µM), for the others: at the highest dose ratio change, negative = lower green/red ratio, most hits filed as inhibitors. 340,000 compounds, 0.05% hits; active means well fitted inhibition curve with a large enough effect in the signal ratio, with a control signal flat, not every such curve was filed as active; inconclusive means small, poorly fitted or top-dose-only effect, or effect the other way, or a change in a side signal; the % refers to the signal ratio;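 further: potency means the concentration at half of the fitted maximal effect; plate controls were basal doxycycline-induced cells for no effect and cells given 10 µM MG132 for full effect; MG132 reads +100%, hits lower the ratio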
#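 Compounds up to 46 uM were incubated four hours with TMD8 cells whose green CBG68 luciferase is fused to IkappaBalpha; red CBR luminescence normalised the signal, and concentration-effect curves were fitted to fusion, red and ratio data.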
# GALK inhibitor = galactokinase (human) inhibition. P51570. Purified GALK, Kinase-Glo residual ATP luminescence. Potency, µM (highest dose often 57.5 µM), without a hit: top-dose activity change, negative = inhibition, most hits filed as inhibitors. 270,000 compounds, 0.007% hits. AID 1868; further: potency means the concentration at half of the fitted maximal effect
#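 5 nM enzyme, 35 uM ATP, 100 uM galactose, 20 mM HEPES pH8.0, 5 mM MgCl2; 1 h RT; residual ATP by Kinase-Glo Plus luminescence, qHTS format.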
# Active calls of the source: *; ? = inconclusive; · = not tested or not shown; & = joins results of further samples. Unless noted, the call rests on the fitted dose curve; in most records, active means well fitted curve in the direction sought with a large enough effect; inconclusive means small, poorly fitted or top-dose-only effect, or another doubt; inactive means no such curve, though single readings can be large; an effect the other way counts as inactive or inconclusive. Unless noted, on the % scale 0 is the no-effect control and ±100 the full control effect.
1	Cc1cc(NC(=O)CC23CC4CC(C2)CC(CC(=O)Nc2cc(C)on2)(C4)C3)no1
2	O=C(CCn1c(=O)oc2ccccc21)N1CCN(c2ccccc2Cl)CC1
3	Cc1ccc(NC(=O)COC(=O)c2ccc(-n3cnnn3)cc2)c(Br)c1
4	Cc1nn(Cc2c(F)c(F)c(F)c(F)c2F)c(C)c1NC(=O)c1nn(C)cc1[N+](=O)[O-]
5	COc1ccccc1NC(=O)CCSc1nnnn1C
6	CCN(CC(=O)Nc1ccc(OC)cc1)C(=O)c1ccc(NS(=O)(=O)c2ccc(C(C)=O)cc2)cc1
assay / entry	1	2	3	4	5	6
uPA surface inh	4%	-9%	1%	3%	1%	0%
USP2a inh	-3%	-1%	0%	3%	0%	1%
GALK inhibitor	1%	-2%	·	-2%	0%	·
Giardia killer	7	10	-2	-8	-4	-6
BCR signal inh	-1%	-6%	1%	-18%	-2%	-10%
KCNH2 3.1 inh	0	6	-3	2	-5	-20
PKM2 activator	-13%	-7%	·	6%	2%	·
Eya2 inh	-4%	-9%	-20%	9%	-8%	4%
KCNH2 WT inh	5	-9	1	16	15	-1
B2AR arrestin	-0.1%	0.0%	0.0%	0.1%	-0.1%	-0.1%
Coupling enz	8	0	·	1	1	·

7	CCOC(=O)c1ccc(S(=O)(=O)N2CCN(CC(O)COc3ccc(C#N)cc3)CC2)cc1 (configuration not stated)
8	COc1ccc(CCNC(=O)C(=O)NCc2ccccc2)cc1OC
9	Cc1ccc(NCCNc2ccc(C)cc2)cc1
10	CC1(C)Cc2c(cnn2-c2ccccc2)C(NC(=O)CCCN2CCCC2=O)C1 (configuration not stated)
11	CCCn1c(C2CCCN2c2nc(-c3ccc(C)cc3)cs2)nc2ccccc21 (configuration not stated)
12	CC(=O)NC1CC2CCCC(C1)N2CC(=O)Nc1ccccc1 (configuration not stated)
assay / entry	7	8	9	10	11	12
uPA surface inh	2%	-17%	·	0%	?	0%
USP2a inh	-2%	2%	0%	3%	0%	2%
GALK inhibitor	4%	-2%	9%	-1%	·	0%
Giardia killer	5	-9	-10	0	-4	3
BCR signal inh	-4%	-1%	4%	-1%	6%	-4%
KCNH2 3.1 inh	?	1	-17	·	-19	27
PKM2 activator	·	-2%	-3%	-2%	7%	-3%
Eya2 inh	-8%	5%	15%	2%	11%	-3%
KCNH2 WT inh	11	-11	-8	-8	16	2
B2AR arrestin	-0.5%	0.3%	-0.4%	0.8%	-0.3%	-0.2%
Coupling enz	6	0	0	1	0	-1

13	N#Cc1ccc(N2CCCC2C(=O)O)c([N+](=O)[O-])c1 (configuration not stated)
14	CCCC(=O)c1cc(F)c(N2CCN(C(=O)OCC)CC2)cc1C
15	O=C(NC1CCCCC1)C1CCCN(S(=O)(=O)c2cccc3cccnc23)C1 (configuration not stated)
16	CCOc1ccc(S(=O)(=O)N(CC(=O)O)c2ccccc2)cc1
17	Cc1cc(N2CCN(c3ccc(F)cc3)CC2)nc2cc(O)ccc12
18	CCOC(=O)C(C(=O)OCC)C(C)(C)/C(C)=N\Nc1ccc([N+](=O)[O-])cc1[N+](=O)[O-]
assay / entry	13	14	15	16	17	18
uPA surface inh	1%	8%	-14%	-7%	-8%	2%
USP2a inh	-1%	0%	2%	?	0%	2%
GALK inhibitor	2%	-7%	-5%	2%	0%	0%
Giardia killer	2	-2	6	1	2	-1
BCR signal inh	-1%	-2%	3%	-1%	-4%	10%
KCNH2 3.1 inh	2	-9	6	-10	-79*	-31
PKM2 activator	-2%	1%	0%	-5%	9%	2%
Eya2 inh	-1%	-12%	17%	7%	-9%	-5%
KCNH2 WT inh	1	-30	5	1	?	?
B2AR arrestin	-0.1%	-0.2%	-0.9%	-0.5%	-0.9%	0.3%
Coupling enz	3	-2	-1	17	3	-4

19	CC(C)(C)OC(=O)C[C@H]1C/C=C\C[C@@H](CC(=O)NCCO)C(=O)N[C@H](Cc2ccccc2)COC1=O
20	COc1ccccc1CNc1nc(C)c(C(C)=O)s1
21	COc1cccc(OCC(=O)Nc2ccccc2C(N)=O)c1
22	COc1ccc(NC(=O)c2c(F)c(F)c(F)c(F)c2F)cc1Cl
23	O=C(/C=C/c1cccc(Cl)c1)Nc1ccncc1
24	COc1ccc(C(=O)Nc2ccc(N3CCN(Cc4ccccc4)CC3)cc2)cc1
assay / entry	19	20	21	22	23	24
uPA surface inh	8%	1%	-7%	-2%	-1%	2%
USP2a inh	1%	-2%	3%	0%	-4%	1%
GALK inhibitor	·	10%	-3%	-4%	3%	0%
Giardia killer	5	15	-16	-6	8	3
BCR signal inh	2%	-7%	?	-1%	?	-4%
KCNH2 3.1 inh	13	-11	-2	1	15	-85*
PKM2 activator	·	3%	-11%	-1%	0%	2%
Eya2 inh	4%	8%	21%	1%	-3%	-2%
KCNH2 WT inh	-16	19	-3	-20	26	12
B2AR arrestin	-2.0%	-1.6%	-0.1%	0.3%	-0.2%	0.1%
Coupling enz	·	1	2	-4	0	2

# Entries from the list above containing an aryl methoxy group (seven):
5	COc1ccccc1NC(=O)CCSc1nnnn1C
6	CCN(CC(=O)Nc1ccc(OC)cc1)C(=O)c1ccc(NS(=O)(=O)c2ccc(C(C)=O)cc2)cc1
8	COc1ccc(CCNC(=O)C(=O)NCc2ccccc2)cc1OC
20	COc1ccccc1CNc1nc(C)c(C(C)=O)s1
21	COc1cccc(OCC(=O)Nc2ccccc2C(N)=O)c1
22	COc1ccc(NC(=O)c2c(F)c(F)c(F)c(F)c2F)cc1Cl
24	COc1ccc(C(=O)Nc2ccc(N3CCN(Cc4ccccc4)CC3)cc2)cc1
assay / entry	5	6	8	20	21	22	24
uPA surface inh	1%	0%	-17%	1%	-7%	-2%	2%
USP2a inh	0%	1%	2%	-2%	3%	0%	1%
GALK inhibitor	0%	·	-2%	10%	-3%	-4%	0%
Giardia killer	-4	-6	-9	15	-16	-6	3
BCR signal inh	-2%	-10%	-1%	-7%	?	-1%	-4%
KCNH2 3.1 inh	-5	-20	1	-11	-2	1	-85*
PKM2 activator	2%	·	-2%	3%	-11%	-1%	2%
Eya2 inh	-8%	4%	5%	8%	21%	1%	-2%
KCNH2 WT inh	15	-1	-11	19	-3	-20	12
B2AR arrestin	-0.1%	-0.1%	0.3%	-1.6%	-0.1%	0.3%	0.1%
Coupling enz	1	·	0	1	2	-4	2

# Continuation.
25	CCn1c(SCC(N)=O)nc2sc3c(c2c1=O)CCN(C)C3
26	O=C(NCCN1CCN(Cc2ccccc2)CC1)C1CC(=O)N(C2CCCC2)C1 (configuration not stated)
27	O=C(O)c1cccc(N2C(=O)c3cc([N+](=O)[O-])cc4cc([N+](=O)[O-])cc(c34)C2=O)c1
28	COc1ccc(CCNC(=O)COc2cc(C)cc3oc(=O)cc(C)c23)cc1OC
29	O=C(NCc1cccnc1)c1cn(-c2ccccc2)nc1-c1cccs1
30	O=C(Cn1cc([N+](=O)[O-])cn1)N1CCCc2ccccc21
assay / entry	25	26	27	28	29	30
uPA surface inh	5%	1%	-5%	-1%	-11%	-3%
USP2a inh	6%	3%	1%	1%	3%	2%
GALK inhibitor	-2%	-3%	4%	-7%	0%	-3%
Giardia killer	18	5	-10	2	-6	1
BCR signal inh	-16%	-4%	?	0%	10%	-8%
KCNH2 3.1 inh	13	-12	4	-22	-6	-5
PKM2 activator	22%	2%	-1%	·	-1%	2%
Eya2 inh	-3%	?	-4%	3%	25%	-5%
KCNH2 WT inh	2	-1	1	7	-1	3
B2AR arrestin	0.3%	-1.1%	-1.1%	0.4%	-0.1%	-0.2%
Coupling enz	-28	-1	-20	·	0	2

31	Cc1ccc(Cl)cc1NC(=O)COC(=O)CC(C)(C)C
32	CC(C)[C@H](NC(=O)c1ccc(Br)cc1)C(=O)NC1CCCCC1
33	CCCn1c(SC(C)C(=O)N2CCOCC2)nc2ccc(Br)cc2c1=O (configuration not stated)
34	C=C[C@@](C)(O)CC[C@@H]1[C@@]2(C)CCCC(C)(C)[C@@H]2CC[C@@]1(C)O
35	CCOC(=O)Cn1c(C)c(Br)c(COC)c(C#N)c1=O
36	COc1cccc(N/C(SCc2ccccc2C)=C(/C#N)C(=O)NCc2cccs2)c1
assay / entry	31	32	33	34	35	36
uPA surface inh	-3%	11%	3%	2%	-2%	11%
USP2a inh	1%	0%	2%	2%	1%	-1%
GALK inhibitor	10%	·	·	0%	3%	-2%
Giardia killer	6	9	-11	16	-4	-8
BCR signal inh	?	-10%	?	?	12%	14%
KCNH2 3.1 inh	15	-3	-49	-1	7	-32
PKM2 activator	0%	·	·	-1%	0%	-4%
Eya2 inh	-2%	14%	-15%	-23%	2%	-1%
KCNH2 WT inh	-19	-6	-1	-17	0	0
B2AR arrestin	-0.9%	-2.3%	-0.4%	-0.2%	-0.5%	-0.3%
Coupling enz	-1	·	·	-1&-18	1	-2
